S100A4 MyoIIA: inhibitors of human S100A4 binding to myosin IIA peptide | S100A4/TAMRA-MyoIIA peptide fluorescence polarization | inhibition, % at 10.7 µM | hit rate 0.14% among 360,000;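 active = mean inhibition of at least 70% across replicates, with every replicate also reaching that level; inconclusive = mean inhibition reaches 70% but some replicates fall short; inactive = mean inhibition below 70%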
Target sequence (P26447 whole entry, looked up): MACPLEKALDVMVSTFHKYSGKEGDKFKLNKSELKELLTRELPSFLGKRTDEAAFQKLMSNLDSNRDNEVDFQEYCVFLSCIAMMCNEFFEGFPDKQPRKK
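Test system: S100A4 monomer protein; Medium: HEPES pH 7.2 with CaCl2, KCl, NaCl, DTT, Triton; Probe or stimulus: TAMRA-labelled myosin IIA heavy-chain peptide probe, 5 nM; Doses: one dose per compound; Times: polarization read 5 min after assay mix addition, stable 5–60 min; Benchmarks: neutral control DMSO, positive control TFP.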
Xi reactivation: X-chromosome reactivation activator; activation, % at 7.58 µM; XiGFP mouse fibroblasts, % GFP-positive cells imaging, 3 d; cells co-treated with 5-aza-dC sensitizer; scaled so ellipticine positive control = 100%; hit rate 0.055% among 360,000; AID 743238;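 active = mean normalized replicate activation at least 10% and every replicate at or above 10%; inconclusive = only one of the two criteria met; inactive = mean below 10% and not all replicates reach 10%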;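 also: 0% = median of on-plate neutral control wells and 100% = ellipticine 6 µM median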
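Material: XiGFP fibroblasts, SV40-immortalized; Buffer or medium: DMEM containing 5-aza-dC; Compound dosing: single point; Times: 3 days compound exposure.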
ERAP1 HTS inh: blocks human ERAP1 aminopeptidase activity. Q9NZ08. recombinant ERAP1, Leu-AMC fluorescence, 60 min. inhibition, % at 10.7 µM. hit rate 0.15% among 340,000;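 active = mean replicate inhibition of at least 30%, or all replicates individually reaching that 30% level; inactive = mean below 30% and not every replicate reaching it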;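 also: 0% = neutral control wells and 100% = L-leucinethiol positive control wells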
RAD52 anneal inh: RAD52 (human) annealing inhibition. P43351. recombinant RAD52 DNA annealing, FRET fluorescence. inhibition, % at 18.7 µM. hit rate 0.46% among 360,000;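 active = every replicate showing at least 50% inhibition; inconclusive = mean inhibition at least 50% but not in every replicate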
Target sequence (P43351 whole entry, looked up): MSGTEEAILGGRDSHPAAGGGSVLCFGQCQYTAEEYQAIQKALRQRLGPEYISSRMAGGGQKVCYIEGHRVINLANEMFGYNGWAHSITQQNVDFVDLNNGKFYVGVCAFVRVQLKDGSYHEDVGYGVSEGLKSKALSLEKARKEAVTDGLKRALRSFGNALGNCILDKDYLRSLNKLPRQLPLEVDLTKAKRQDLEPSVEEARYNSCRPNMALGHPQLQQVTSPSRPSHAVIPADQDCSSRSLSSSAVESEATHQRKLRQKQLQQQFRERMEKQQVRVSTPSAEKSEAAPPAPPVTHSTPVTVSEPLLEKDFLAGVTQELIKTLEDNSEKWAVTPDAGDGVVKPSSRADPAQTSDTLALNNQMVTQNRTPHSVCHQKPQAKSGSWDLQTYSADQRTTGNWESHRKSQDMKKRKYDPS
esBAF inh: blocks esBAF chromatin remodeling in mouse ES cells; Bmi1-luciferase knock-in reporter, 24 h; 100% = twice the neutral-well signal; reporter increase, % at 12.5 µM; hit rate 2% among 350,000; in the data active = activation above about 40%; inconclusive = no clear call, values can overlap the other calls;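 also: 0% = median of the plate's neutral control wells and 100% = double that signal; a rise in the Bmi1 reporter signal indicates esBAF inhibition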
ERp5 block: ERp5 (human) disulfide isomerase inhibition; Q15084; ERp5 insulin aggregation, absorbance 650 nm, 90 min; inhibition, % at 9.99 µM; hit rate 0.05% among 350,000;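 active = mean replicate inhibition above about 25%, with every replicate also reaching it, limit read from the data, passing the limit was not always enough; inconclusive = only one of those two criteria met; inactive = neither criterion met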
Target sequence (Q15084 whole entry, looked up): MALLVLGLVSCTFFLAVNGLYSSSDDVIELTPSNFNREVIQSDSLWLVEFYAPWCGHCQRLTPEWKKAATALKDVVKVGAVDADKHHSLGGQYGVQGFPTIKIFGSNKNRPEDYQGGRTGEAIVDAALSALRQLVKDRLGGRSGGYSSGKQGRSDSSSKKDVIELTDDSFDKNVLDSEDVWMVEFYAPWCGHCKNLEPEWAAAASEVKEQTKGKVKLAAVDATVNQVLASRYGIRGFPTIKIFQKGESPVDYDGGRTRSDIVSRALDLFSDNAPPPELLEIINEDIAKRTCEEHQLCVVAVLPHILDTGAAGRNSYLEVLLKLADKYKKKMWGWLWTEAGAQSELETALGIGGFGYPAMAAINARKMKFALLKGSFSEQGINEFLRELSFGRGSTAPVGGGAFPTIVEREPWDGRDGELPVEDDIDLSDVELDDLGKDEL
RAD54 branch: inhibitors of human RAD54 branch migration. Q92698. RAD54 Holliday junction branch migration, FAM/BHQ fluorescence. inhibition, % at 10.4 µM. hit rate 0.14% among 360,000. AID 602329;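 active = mean normalized replicate activity at least 40 and at least half of replicates scoring 40 or more; inconclusive = only one of the two criteria met; inactive = mean below 40 and under half of replicates reaching 40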;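 also: 0% = median of neutral control wells and 100% = median of positive control wells; inhibitors cause a drop in the FAM fluorescence signal; in these data hits start at about 50%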
E-selectin induc: induces E-selectin expression in human endothelial cells | P16581 | HUVEC E-selectin immunofluorescence imaging; normalized: neutral wells 0, TNF-alpha wells 100 | activation, % at 7.58 µM | hit rate 0.37% among 260,000;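 active = mean E-selectin-positive cell signal at least 10% of the positive control, reached in at least 60% of replicates, without over 20% cell loss; inconclusive = no rule given, readout overlaps actives, possibly toxicity-flagged; inactive = the rest, including those meeting only one limit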;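 also: in these data hits start at about 27%; measured in HUVEC primary endothelial cells; signal is the percent of cells scored E-selectin positive by PE staining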
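Material: HUVEC primary endothelial cells; Amount: 3,000 cells per well; Dosing: single concentration; Medium: EGM-2 growth medium on 0.1% gelatin-coated wells; Read-out basis: percent E-selectin-positive cells; Signal: immunofluorescence imaging; Control set: TNF-alpha, DMSO.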
* hit, by the source's call; ? = inconclusive; nt = not tested or not shown; & = joins results of further samples. Not a hit list; about 2.5% have a hit in one of these screens.

SMILES | S100A4 MyoIIA | Xi reactivation | ERAP1 HTS inh | RAD52 anneal inh | esBAF inh | ERp5 block | RAD54 branch | E-selectin induc
Cc1cccc(C2c3[nH]c4ccccc4c3CCN2C(=O)Cc2nc(-c3ccccc3)n[nH]2)n1 (stereo unspecified) | 1 | 0.0 | 1 | -13 | -3 | -1 | -2 | -1.7
COc1ccc(NC(=O)COC(=O)c2ccc3c(c2)OCCO3)cc1 | 1 | 0.2 | 4 | -1 | 7 | 6 | -5 | -0.1
CC(C)CNS(=O)(=O)c1ccc(CCC(=O)NCc2ccncc2)cc1 | -3 | -0.3 | 4 | -7 | nt | -5 | nt | 6.0
COC(=O)c1cc(OC)ccc1-c1ccc(OC)cc1 | -7 | nt | 1 | -15 | 0 | -8 | -9 | nt
C[C@@H]1CN([C@H](C)CO)C(=O)c2cccc(NC(=O)c3nc4ccccc4s3)c2O[C@@H]1CN(C)Cc1ccc2c(c1)OCO2 | -3 | -0.2 | -1 | -14 | nt | -3 | nt | -0.1
CCOC(=O)c1[nH]c(C)c(C(=O)OCC(=O)N(Cc2ccccc2)C(C)C)c1C | -2 | 0.0 | -3 | -14 | 0 | 1 | 7 | 0.6
Cc1nc(NCCCN2CCOCC2)c2cnn(-c3ccccc3)c2n1 | -21 | 0.0 | -5 | 3 | 21 | -5 | 0 | 0.1
Cc1ccc(CNC(=O)COC(=O)c2ccc(Br)o2)cc1 | -4 | 0.5 | 0 | -3 | -6 | -5 | -17 | -0.4
CN(C)C(=O)c1cccc(-c2ccc([C@H]3[C@@H](CO)N4C(=O)CN(C(=O)Cc5ccccc5)C[C@@H]34)cc2)c1 | 40 | 0.3 | -1 | -10 | nt | -1 | nt | -0.1
O=C(NCCN1CCC(n2c(=O)[nH]c3ccccc32)CC1)c1ccc2ccccc2c1 | -5 | 0.2 | -3 | 10 | nt | -4 | nt | -0.1
Oc1ccc(Br)cc1-c1ccnn1-c1ccccc1 | 0 | 0.0 | 0 | -6 | -2 | 2 | 6 | nt
CCC(C)[C@H](NC(=O)C1CC(=O)N(c2ccc3c(c2)OCCO3)C1)C(=O)N1CCCCC1 (stereo partly specified) | -29 | 0.1 | 0 | -4 | -3 | 0 | -8 | nt
COC(=O)C1=C(C)N(Cc2ccc(C(F)(F)F)cc2)C(=NCc2ccccc2)NC1c1ccccc1C(F)(F)F (stereo unspecified) | -16 | 0.3 | 3 | 22 | nt | -3 | nt | -0.5
CN(CCCC(=O)Nc1ccc(OC(F)F)cc1)S(=O)(=O)c1ccc(F)cc1 | 0 | 0.0 | 1 | -12 | 1 | 3 | -5 | nt
COc1ccc(CN(C)C[C@H]2OCCCC[C@@H](C)Oc3ccc(NC(=O)Nc4ccc5c(c4)OCO5)cc3C(=O)N([C@H](C)CO)C[C@@H]2C)cc1 | 2 | 0.2 | -2 | 15 | 0 | -3 | -2 | 13
Cc1cc(/C=C2\SC(=O)N(C)C2=O)c(C)n1-c1ccc(S(N)(=O)=O)cc1 | -14 | 0.0 | 6 | -12 | 8 | 2 | -10 | 0.2
CCOc1cc(C=O)ccc1OCC(N)=O | -5 | -0.1 | 1 | -12 | nt | 10 | nt | nt
O=S(=O)(c1ccccc1F)N1[C@@H]2CNC[C@H]1C2c1ccc(-c2ccncc2)cc1 (stereo partly specified) | -2&-3 | 0.0&0.0 | -1&1 | 48&15 | nt | 2&-6 | nt | -0.1&0.1
COc1ccc(C(C)(C)C)cc1NC(=O)COC(=O)C1=NNC(=O)CC1 | -11 | 0.0 | 4 | 5 | -1 | -9 | -4 | 0.0
CC(=O)N1CCN(C(=O)c2ccc3c(c2)S(=O)(=O)c2ccccc2C3=O)CC1 | -8 | 0.1 | -1 | -21 | -2 | -2 | 8 | -0.4
Cc1ccccc1-c1cnc2c(c1)C(=O)N([C@H](C)CO)C[C@@H](C)[C@@H](CN(C)CC1CCOCC1)O2 | -2 | 0.1 | -1 | -12 | 4 | -3 | -2 | nt
CC(C)(C)NS(=O)(=O)c1ccc(C(=O)Nc2ccc3c(c2)OCO3)cc1 | 0 | 0.0 | 5 | 2 | 24 | 1 | -13 | 0.3
CCN(CC)CCNC(=O)c1cn(CC)c2ccc(S(=O)(=O)N(C)C3CCCCC3)cc2c1=O | 9 | 0.1 | 1 | -5 | -8 | 11 | -13 | 6.3
Cc1nn(C)cc1NC(=O)C[C@@H]1CC[C@@H]2[C@@H](COc3ccc(NC(=O)NC(C)C)cc3C(=O)N2C)O1 | 6 | 0.2 | 0 | -3 | -6 | -2 | -1 | 0.0
O=C(Nc1ccc([N+](=O)[O-])cc1)N1CCCCCC1 | -2 | 0.0 | -2 | 4 | 8 | 5 | -2 | -0.2
C[C@@H]1CN([C@H](C)CO)C(=O)Cc2cc(NC(=O)CCCN(C)C)ccc2O[C@@H]1CN(C)Cc1ccc(-c2ccccc2)cc1 | -5 | -1.1 | 0 | 79* | 0 | -4 | 8 | nt
COc1cc2c(c(OC)c1OC)[C@@]1(c3ccccc3)CCCC[C@H]1[C@@H]2NC(=O)C(F)(F)F | -1 | 0.2 | 3 | -2 | nt | -5 | nt | 2.9
COc1ccc(Cl)cc1C(=O)NNC(=S)NC1CCCCC1 | 0 | 0.0 | nt | -9 | nt | 8 | -5 | nt
O=C(CCC(=O)N1CCN(S(=O)(=O)c2ccc3ccccc3c2)CC1)Nc1cc(Cl)cc(Cl)c1 | -3 | -0.6 | 0 | 11 | nt | -1 | nt | nt
COc1ccc(CN(C)C[C@H]2Oc3ccc(NS(=O)(=O)c4ccc(F)cc4)cc3C(=O)N([C@@H](C)CO)C[C@H]2C)cc1 | 4 | 5.7 | 1 | -9 | -1 | -6 | 1 | -1.3
CN1C(=O)c2cc(NC(=O)c3cccs3)ccc2OC[C@H]2O[C@H](CC(=O)NCC3CC3)CC[C@H]21 | nt | 0.1 | nt | nt | 3 | nt | -3 | -0.1
COc1ccc(S(=O)(=O)N2[C@@H]3CNC[C@H]2C3c2ccc(-c3cccc(OC)c3)cc2)cc1 (stereo partly specified) | -1&-7 | 0.1&0.0 | -1&-1 | 37&29 | nt | 2&1 | nt | 0.0&0.2
Cc1ccc(OCC(=O)Nc2ccc3c(c2)C(=O)N(CCC(=O)O)C3=O)cc1 | 3 | 0.3 | 0 | 0 | nt | 0 | -1 | nt
COCCn1c(COc2ccc(Cl)cc2)nnc1SCC(N)=O | -3 | nt | -4 | -15 | -3 | -7 | -2 | nt
Cc1cc(C(=O)NC(C)C2CCCO2)no1 (stereo unspecified) | -2 | -0.3 | 7 | -15 | -9 | -4 | 4 | 6.9
O=C(N/N=C(\c1ccccc1)c1cccnc1)c1cccc(F)c1 | 2 | 0.9 | 3 | -17 | -74 | 7 | -7 | 0.7

Single values from the list:
Under S100A4 MyoIIA, COc1ccc(Cl)cc1C(=O)NNC(=S)NC1CCCCC1 has 0
Under E-selectin induc, COc1cc2c(c(OC)c1OC)[C@@]1(c3ccccc3)CCCC[C@H]1[C@@H]2NC(=O)C(F)(F)F has 2.9

(continued)
SMILES | S100A4 MyoIIA | Xi reactivation | ERAP1 HTS inh | RAD52 anneal inh | esBAF inh | ERp5 block | RAD54 branch | E-selectin induc
CCCNC(=O)C[C@H]1CC[C@@H]2[C@H](COc3ccc(NC(=O)NCC)cc3C(=O)N2C)O1 | -8 | 0.3 | 0 | -2 | 0 | -2 | 4 | 0.1
COc1ccc2c(c1)c(=O)c(C(=O)O)c(-c1ccc3c(c1)OCO3)n2C | -5 | 0.1 | -3 | -8 | nt | -4 | nt | nt
C=CCOc1cccn2c(N(C)C(=O)c3ccncc3)c(CC)nc12 | 10 | 0.0 | -2 | -35 | -8 | 2 | 7 | 0.0
O=S(=O)(c1ccc(Br)cc1)N1CCCc2ccccc21 | -3 | 0.0 | 0 | -10 | -1 | -1 | 3 | 0.0
COC(=O)C[C@H]1CC[C@@H]2[C@H](COc3ccc(NC(=O)c4cccc(F)c4)cc3C(=O)N2C)O1 | -6 | 0.1 | 0 | -3 | 4 | -3 | 0 | 0.1
Cc1cc(OCCCn2ccnc2)ccc1[N+](=O)[O-] | 0 | 0.2 | -2 | 14 | -6 | 1 | 5 | 0.2
O=C(Cn1nnc(N2CCCC2)n1)N/N=C/c1ccc(Cl)cc1 | 6 | 0.4 | 2 | -6 | nt | -9 | nt | 5.7
O=C(Cc1ccccn1)N[C@@H]1CC[C@H](CCNS(=O)(=O)c2cccc(F)c2)O[C@@H]1CO | 24 | 0.1 | -2 | -1 | 1 | -3 | 1 | 0.0
C/C(=N\Nc1ccc(C)c(Cl)c1)c1cccnc1 | 1 | 0.0 | -5 | -8 | ? | 3 | 1 | nt
c1ccc(CNc2nc(N3CCN(Cc4ccccc4)CC3)nc3ccccc23)cc1 | 0 | 0.0 | 0 | -7 | -47 | 5 | 1 | nt
COc1cc(NC(=O)C2CC(c3ccccc3O)=NO2)cc(OC)c1OC (stereo unspecified) | -6 | 0.2 | -2 | -6 | 4 | 2 | 0 | -0.1
Cc1ccc(NC(=O)C2CCC(CNC(=O)[C@@H]3Cc4ccccc4CN3)CC2)c(C)c1 (stereo partly specified) | -4 | 0.2 | -6 | -8 | 2 | nt | -4 | 0.1
CC1(C)OC(=O)C2=C(C[C@@H](CCc3ccccc3)O[C@@H]2c2ccc(Cl)cc2)O1 | 7 | 0.0 | nt | -15 | nt | 1 | nt | -0.2
Cn1c(N)c(S(=O)(=O)N2CCN(c3ccccc3Cl)CC2)c(=O)n(C)c1=O | -8 | 0.0 | -2 | -13 | 0 | 14 | 3 | -0.1
CO[C@H]1CN(C)C(=O)c2cc(NC(=O)C3CC3)ccc2OC[C@H](C)N(CC2CCCC2)C[C@H]1C | 17 | 0.0 | -2 | -4 | 0 | -4 | -4 | 0.1
C[C@H]1CN([C@@H](C)CO)C(=O)Cc2cc(NC(=O)c3ccncc3)ccc2O[C@H]1CN(C)CC1CCCCC1 | 20 | -0.2 | 2 | 12 | -2 | 0 | -3 | -0.5
CC=Cc1ccc2n(c1=O)C[C@H]1[C@H](CO)[C@@H](C(=O)NCCC)N(Cc3cccc(F)c3)[C@@H]21 (mixture of isomers) | 2 | 0.9 | 0 | -25 | 8 | 15 | -6 | -0.3
COc1cc(/C=N/NC(=O)COc2ccc(C)cc2)ccc1OC(=O)c1cccs1 | -1 | -0.1 | -1 | 6 | nt | -1 | -6 | -0.6
CC(=O)N(C)C[C@H]1Oc2cc(C#C[C@H](C)O)ccc2S(=O)(=O)N([C@H](C)CO)C[C@@H]1C | -1 | -1.2 | 15 | 6 | -5 | 11 | -2 | 0.0
O=C(N/N=C/c1ccc(O)cc1)c1[nH]c2ccc(Br)cc2c1-c1ccccc1 | -1 | 0.1 | -1 | -12 | nt | 2 | nt | 5.3
Cc1ccc(C)c(C(O)c2ncc(-c3ccccc3F)[nH]2)c1 (stereo unspecified) | -1 | 0.1 | -1 | -9 | 17 | 3 | 2 | -0.1
